IDE inh – inhibitors of human insulin-degrading enzyme in cells | P14735 | HEK cells, FAbetaB cleavage, fluorescence polarization | inhibition, % at 5.59 µM | 320,000 compounds, 0.41% hits | AID 434962;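 active = percent inhibition above the average of all tested compounds plus 3 SD, set per screening campaign, cut at about 16% in these data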;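 also: IDE supplied by intact live HEK cells; FP after avidin binding of uncleaved biotin substrate so inhibition keeps polarization high; 0% = DMSO wells and 100% = 60 µM reference IDE inhibitor Ii1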
Target sequence (P14735 whole entry, looked up): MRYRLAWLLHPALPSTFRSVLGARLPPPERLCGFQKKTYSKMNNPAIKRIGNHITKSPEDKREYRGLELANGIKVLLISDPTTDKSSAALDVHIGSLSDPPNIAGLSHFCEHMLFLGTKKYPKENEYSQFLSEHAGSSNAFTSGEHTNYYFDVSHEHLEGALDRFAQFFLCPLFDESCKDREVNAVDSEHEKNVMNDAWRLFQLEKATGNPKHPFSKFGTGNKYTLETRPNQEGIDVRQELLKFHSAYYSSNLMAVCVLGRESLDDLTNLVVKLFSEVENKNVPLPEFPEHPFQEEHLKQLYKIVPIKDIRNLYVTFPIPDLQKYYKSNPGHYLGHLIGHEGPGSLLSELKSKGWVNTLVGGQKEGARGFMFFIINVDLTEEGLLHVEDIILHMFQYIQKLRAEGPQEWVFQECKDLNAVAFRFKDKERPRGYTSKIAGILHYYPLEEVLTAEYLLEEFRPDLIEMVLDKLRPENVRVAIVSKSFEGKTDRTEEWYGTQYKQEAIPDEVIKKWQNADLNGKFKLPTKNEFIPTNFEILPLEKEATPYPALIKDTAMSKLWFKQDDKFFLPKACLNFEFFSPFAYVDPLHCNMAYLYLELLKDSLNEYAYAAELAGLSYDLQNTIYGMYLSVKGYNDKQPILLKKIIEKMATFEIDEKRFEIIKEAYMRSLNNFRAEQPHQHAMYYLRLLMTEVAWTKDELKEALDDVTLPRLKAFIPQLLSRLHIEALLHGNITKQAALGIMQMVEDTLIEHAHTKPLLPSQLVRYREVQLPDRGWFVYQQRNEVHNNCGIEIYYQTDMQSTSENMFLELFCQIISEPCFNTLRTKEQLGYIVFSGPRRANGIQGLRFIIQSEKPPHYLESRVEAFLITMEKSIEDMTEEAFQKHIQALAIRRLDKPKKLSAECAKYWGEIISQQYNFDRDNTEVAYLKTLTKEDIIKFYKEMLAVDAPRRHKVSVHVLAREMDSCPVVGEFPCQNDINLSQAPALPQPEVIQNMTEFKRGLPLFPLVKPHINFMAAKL
IDE cell activ – activators of human insulin-degrading enzyme in cells; 340,000 compounds, 0.073% hits; HEK cells, FAbeta-B cleavage, fluorescence polarization; 0% vehicle, 100% cell-free pure enzyme wells; activation, % at 5.96 µM; P14735;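 active = activation above the mean of all tested compounds plus 3 SD, set per screening campaign, cut at about 17% in these data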
IMP-1 inhibitor – blocks Pseudomonas aeruginosa IMP-1 metallo-beta-lactamase | purified IMP-1, nitrocefin hydrolysis, epi-absorbance fluorescence | inhibition, % at 5.6 µM | 290,000 compounds, 0.45% hits | AID 1556;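 active = inhibition above the mean plus 3 SD of all compounds in the same screening run, cut at about 4.5% in these data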;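 also: 0% = IMP-1 with DMSO and 100% = DMSO wells lacking enzyme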
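system = purified recombinant IMP-1 beta-lactamase | amount = 0.2 nM IMP-1, as dispensed | medium = HEPES buffer pH 7.1 with ZnSO4 and Brij 35 | times = 25 °C, 15 min preincubation, 25 min reaction | detection = plate fluorescence quenching by hydrolysis product, ex 480/em 530 nm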
PHOSPHO1 block – blocks human PHOSPHO1 phosphatase activity | Q8TCT1 | recombinant PHOSPHO1, absorbance phosphatase assay | inhibition, % at 13.3 µM | 290,000 compounds, 1.1% hits | AID 1565; in the data active = inhibition above about 60%
NALP1 yeast inh – blocks the NALP1 inflammasome reconstituted in yeast; S. cerevisiae NALP1/ASC/caspase-1 growth, X-gal OD620, 72 h; inhibition, % at 10 µM; 280,000 compounds, 0.61% hits; AID 2071; in the data active = inhibition mostly above about 24%, no sharp cut-off; inactive = mostly below about 32%; also: some compounds called inactive have numbers as strong as hits
GPR7 antag – human neuropeptides B/W receptor 1 antagonism; 290,000 compounds, 1.1% hits; AID 1861; inhibition, % at 4.4 µM; GPR7-expressing cells, fluorescence antagonist assay; P48145; in the data active = inhibition above about 16%, passing the limit was not always enough;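 also: cells stimulated with the agonist NPW; 0% = agonist with vehicle and 100% = vehicle without agonist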
PfM18AAP inh – blocks P. falciparum M18 aspartyl aminopeptidase; 290,000 compounds, 1.2% hits; inhibition, % at 7.35 µM; recombinant PfM18AAP, H-Glu-NHMec fluorogenic cleavage;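 active = inhibition above the campaign mean inhibition over all tested compounds plus 3 SD, cut at about 28% in these data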;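 also: 0% = plate median of test compound wells and 100% = 2 mM ZnCl2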
VIM-2 inhibitor – inhibitors of Pseudomonas aeruginosa VIM-2 metallo-beta-lactamase; purified VIM-2, nitrocefin hydrolysis, epi-absorbance fluorescence; inhibition, % at 5.6 µM; 290,000 compounds, 0.89% hits; AID 1527;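 active = inhibition above the mean of all tested compounds plus 3 SD, cutoff set per screening run, cut at about 7.5% in these data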;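 also: red hydrolysis product quenches plate fluorescence so inhibitors raise well fluorescence; 0% = enzyme with DMSO and 100% = DMSO without enzyme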
p-CIP stab down – lowers stability of the mouse p/CIP coactivator protein | Q05BA5 | F442A p/CIP-EGFP cells, EGFP fluorescence, 16 h | decrease of EGFP signal, % at 10 µM | 290,000 compounds, 0.01% hits;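 active = EGFP signal decrease of at least 30% at 10 µM or well 3 SD below plate mean, unless failing retest; inactive = the rest, including hits failing retest or dose response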; also: some compounds called inactive have numbers as strong as hits; many of its hits are not listed in these tables
* = called active by the depositor; . = no result given.

PfM18AAP inh	IDE cell activ	VIM-2 inhibitor	IMP-1 inhibitor	IDE inh	GPR7 antag	p-CIP stab down	NALP1 yeast inh	PHOSPHO1 block	compound
5	6	0.5	-1.3	-3	-13	12	17	-10	O=C(Cc1ccc(Cl)cc1)Nc1ccccc1C(=O)Nc1ccc(C(=O)O)cc1
-10	-1	0.7	0.4	3	-14	10	10	21	O=C(CC1C(=O)NCCN1Cc1ccccc1)NCCN1CCCCC1=O (stereo unspecified)
3	-1	77*	0.4	3	9	10	17	29	O=C(N/N=C/c1ccc(-n2ccnc2)cc1)c1cccs1
-5	1	0.8	-1.1	-4	-13	-6	16	24	COc1ccc(S(=O)(=O)NCC2CCCN(Cc3ccccc3Cl)C2)cc1 (stereo unspecified)
23	.	-3.6	-4.3	-1	-6	-14	16	33	ClCc1csc(N/N=C/c2cccs2)n1
7	0	2.0	-0.2	3	-4	15	0	20	COc1ccc(/C=C/C(=O)c2ccccc2)c(OC)c1
9	3	1.2	1.1	2	12	-9	2	-21	Cc1cc(=O)n2nc(N3CCCC3C(=O)Nc3ccccc3C)sc2n1 (stereo unspecified)
7	-1	-1.7	0.4	-1	-12	-11	44	41	O=C(NCCN1CCc2ccccc2C1)C1CC(=O)N(C2CCCC2)C1 (stereo unspecified)
-9	9	0.3	-2.0	2	-2	-12	7	16	CC(=O)c1cc(C#N)c(Oc2cc(C)cc(C)c2)nc1C
-6	-9	-0.9	-5.0	4	-15	-13	-1	-1	CCOC(=O)N1CCC(NC(=O)c2cc(C(=O)Nc3ccc(F)cc3F)ccc2CO)CC1
1	-1	-4.4	-3.0	-1	-9	-7	8	31	Cc1ccc(S(=O)(=O)N2CCCCC2C(=O)N2CCN(c3ccccc3F)CC2)cc1 (stereo unspecified)
-9	2	-2.2	-3.7	4	-10	-13	2	32	CSc1sc(C(=O)N(C)C)c2c1S(=O)(=O)N(C)c1ccccc1-2
1	0	-1.1	-0.7	-2	-17	-7	4	20	CCN1C(=O)c2ccc(-c3nc4ccccc4c(=O)o3)cc2C1=O
-5	4	-2.6	-3.4	4	9	-10	-2	27	COc1ccc(C(=O)N/N=C(\C)CC(=O)NC2CCCCC2)c(OC)c1
-9	-3	-1.0	-5.4	-10	-13	-9	15	-7	CCOC(=O)C1CCN(C(=O)COc2cccc(C)c2)CC1
3	-4	-2.7	-2.3	-3	-8	-6	7	-8	CN(CCCNC(=O)c1ccc(N2CCCC2=O)cc1)c1ccccc1
-2	-5	-0.5	-3.6	0	-9	1	5	-87	Nc1cc(N)nc(SCC(=O)c2ccc3c(c2)NC(=O)CO3)n1
-2	-2	2.1	-1.6	7	-16	1	-17	10	COCCNC(=O)c1cc2c(=O)n3cccc(C)c3nc2n(Cc2ccncc2)c1=N
-4	2	-1.3	-0.5	3	-5	0	13	36	O=C(Nc1cccc(C(=O)O)c1)Nc1cccc2ccccc12
-2	1	-2.5	-3.3	1	-10	6	6	-143	O=c1c2ccccc2ncn1Cc1cccc2ccccc12

The final 3 records of the section before lead into the next:
PfM18AAP inh	IDE cell activ	VIM-2 inhibitor	IMP-1 inhibitor	IDE inh	GPR7 antag	p-CIP stab down	NALP1 yeast inh	PHOSPHO1 block	compound
-2	-2	2.1	-1.6	7	-16	1	-17	10	COCCNC(=O)c1cc2c(=O)n3cccc(C)c3nc2n(Cc2ccncc2)c1=N
-4	2	-1.3	-0.5	3	-5	0	13	36	O=C(Nc1cccc(C(=O)O)c1)Nc1cccc2ccccc12
-2	1	-2.5	-3.3	1	-10	6	6	-143	O=c1c2ccccc2ncn1Cc1cccc2ccccc12
-6	8	0.3	-0.7	1	-5	12	.	12	CC(=O)c1cccc(CN2CCN(C3CCCCC3)C(CCO)C2)c1 (stereo unspecified)
13	8	-1.8	-3.2	-3	-21	0	.	35	C=CCNC(=S)N/N=C/c1ccc(C)s1
-1	3	-4.0	-2.7	-4	-2	-1	27	-6	COc1ccccc1-c1nc2ccccc2c(=O)n1NC(=O)c1cccs1
5	1	-0.8	-3.0	2	-16	-18	7	.	C#CCn1c2ccccc2c2nc3ccccc3nc21
-4	-4	0.3	-1.3	-1	-6	-14	15	7	CCOc1ccc(NC(=O)Nc2ccc(N(C)C(C)=O)cc2)cc1
-2	8	-3.0	-2.7	1	-9	-3	-5	40	CCN(C(=O)COC(=O)c1cc(OC)c(OC)cc1[N+](=O)[O-])C1CCS(=O)(=O)C1 (stereo unspecified)
-11	-34	25*	0.8	24*	-5	-12	22	37	CC(Oc1ccc2c3c(c(=O)oc2c1)CCCC3)C(=O)NCc1ccncc1 (stereo unspecified)
9	0	0.8	2.0	3	-11	-10	7	-27	CCOC(=O)c1c(-c2ccccc2)[nH]c2ccc(O)cc12
12	-4	-4.7	-5.1	5	-12	-6	0	48	CCOc1ccc2c(c1)c(=O)c(S(=O)(=O)c1ccc(C)cc1)cn2CC
19	6	0.2	0.5	6	-2	-4	18	-9	O=S(=O)(NCC(c1ccco1)N1CCN(c2ccccc2F)CC1)c1ccc2c(c1)OCCO2 (stereo unspecified)
14	-2	2.5	0.4	-2	4	8	-2	6	Cc1ccc(CN2CCC(n3nccc3NC(=O)c3ccccc3C)CC2)o1
2	5	-0.3	-1.6	4	-12	2	.	32	Nc1nc(NCc2ccco2)nc(Nc2ccc(F)cc2)c1[N+](=O)[O-]
-2	5	0.8	0.8	2	37*	0	34	14	CC(=O)c1cccc(NC(=O)c2ccc(N(Cc3ccc(C)cc3)S(C)(=O)=O)cc2)c1
-3	1	-0.3	-1.9	4	4	-16	8	-7	C[C@H]1CN(C2CCCCC2)C(=O)[C@@H]1CC(=O)NCc1ccccc1
2	1	-2.2	-3.6	1	-6	-15	35	-8	CC(C)(C)c1ccc(/C=C/C(=O)N2CCOCC2)cc1
-5	1	-0.8	-2.1	2	-5	7	17	-3	Cc1cccc([N+](=O)[O-])c1NC(=O)CN(Cc1ccccc1)Cc1ccccc1
-17	.	1.9	-2.8	10	-6	-5	6	-12	COc1ccc(OC)c(Nc2nc(N)nc(CSc3nnc(-c4ccncc4)o3)n2)c1
3	5	-3.4	-1.9	1	-6	3	1	-11	Cc1ccc(-n2nc3c([n+]2[O-])CCc2nonc2-3)cc1
-4	4	-0.2	-1.0	-1	0	-3	2	-1	COc1ccc(N2C(=O)c3ccccc3NC2(C)C)cc1
2	-3	-3.9	-4.0	-6	3	0	18	17	Cc1c(-c2ccccc2)n[nH]c1C(=O)N=Nc1c(O)[nH]c2ccccc12
-1	-5	-0.9	-1.6	2	-7	2	0	2	CCc1ccc(OCC(=O)NC(=S)Nc2ccc(C)cc2C)c(Br)c1
0	-5	-3.2	-2.4	1	-13	-4	-2	26	C=CCOC(=O)C1=C[C@@H](c2coc3ccccc3c2=O)[C@H](CCCO)[C@@H](OCC)O1
-4	-3	-2.6	-2.2	3	16	-10	23	2	CCCCNS(=O)(=O)c1ccc(OCC(=O)OC)cc1
3	-2	1.1	-2.5	-2	4	-2	2	-3	COC(=O)CC(=O)Cc1nc(N)nc(Nc2ccc(C)c(C)c2)n1
-5	6	-2.5	-0.2	2	-1	-10	.	22	O=C(N/N=C/c1cccs1)c1cc(-c2ccc3ccccc3c2)n[nH]1
0	4	-1.8	-2.3	1	-10	8	12	22	Nc1nonc1-n1nnc(C(=O)N/N=C/c2cccnc2)c1-c1ccccc1
4	3	-3.4	-1.5	3	-5	-16	14	103*	Cc1nc2sc(C(c3ccco3)N3CC(C)OC(C)C3)c(O)n2n1 (stereo unspecified)
-4	-1	0.4	-0.5	3	7	-5	-2	-2	COC(=O)c1ccc(OC)c(CN2CCCN(Cc3ccc(F)cc3)S2(=O)=O)c1
2	0	-0.2	-2.3	1	-5	-14	11	18	COc1cc(OC)cc(C(=O)N[C@H](C(=O)Nc2cc(F)ccc2C)C(C)C)c1
-7	1	-2.2	-3.4	3	-11	12	4	41	COc1cccc(CC(=O)Nc2nc3ccccc3[nH]2)c1
7	2	-2.3	-5.3	-2	-5	-10	17	4	CC(C)NC(=O)CN(c1cccc(Br)c1)S(C)(=O)=O
-10	6	-1.3	-2.7	-1	-10	-10	-3	17	CC(C)(NC(=O)N1CCCC1)c1cccc(C(C)(C)NC(=O)N2CCCC2)c1
13	6	0.2	-1.2	-5	0	-3	-4	8	O=C(Nc1cccc(Cl)c1)Nc1ccccc1C(=O)O
0	-4	-2.6	-2.3	4	-7	14	3	-7	O=C(Nc1cccnc1)c1ccc(CSc2ccccc2)cc1
-2	2	0.3	-3.0	4	15	4	22	22	c1ccc(CCn2nnnc2C(c2cccnc2)N2CCN(c3nc4ccccc4s3)CC2)cc1 (stereo unspecified)
1	1	-4.7	-3.7	3	-17	-16	3	20	C=C1CCC(O)C2(C)CCC3C(C)C(=O)OC3C12O (stereo unspecified)
0	.	1.1	-3.4	3	-7	6	9	7	CCCCNS(=O)(=O)c1ccc2nc(-c3cccnc3)cc(C(=O)NCCCN(CC)CC)c2c1
-12	2	-1.9	-0.5	5	-2	-4	9	0	c1ccc(-c2ccccc2OCCCN2CCCC2)cc1
2	2	-0.9	-1.4	2	-6	-5	0	24	Cc1ccc(CS(=O)Cc2ccc(C(=O)NC3CCCC(C)C3C)o2)cc1 (stereo unspecified)
-6	1	-4.1	-1.3	11	5	1	15	3	O=C(CS(=O)(=O)Cc1ccccc1)Nc1ccc(S(=O)(=O)N2CCOCC2)cc1
-10	4	-0.2	-6.1	-3	4	-2	15	-31	O=C(CSc1nnc(-c2cccs2)n1Cc1ccco1)Nc1ccc2c(c1)OCO2
1	6	-3.3	-1.2	-4	10	-12	40	40	O=C(OCc1ccc(Cl)c(Cl)c1)c1ccc[nH]1
5	7	-3.4	-3.2	-3	2	-3	10	5	CCOc1ccc(-n2cnnn2)cc1S(=O)(=O)NC1CC1
-6	0	0.6	-0.4	0	3	-4	32	-12	O=[N+]([O-])c1ccc(NC(=S)N2CCc3ccccc3C2)cc1
-3	4	-1.1	-0.9	-1	-2	8	0	17	COc1ccc(CNC(=O)/C=C/c2cc([N+](=O)[O-])ccc2OC(F)F)cc1
-2	4	-1.9	-2.5	2	-24	0	-9	24	C=C(C)C1(O)OC(=O)C=C1OC (stereo unspecified)
15	4	-1.8	-2.7	5	-10	-5	13	29	O=C(Cc1ccc([N+](=O)[O-])cc1)N/N=C/c1ccc([N+](=O)[O-])o1
-3	3	-1.6	-0.5	1	5	-3	.	22	COC(=O)CNC(=O)C(Cc1c[nH]c2ccccc12)NC(=O)Oc1ccccc1 (stereo unspecified)
-3	2	-2.1	-3.0	-10	7	-4	11	3	CCC(=O)c1ccc(SC(=O)N(C)C)cc1O
3	6	-0.1	-6.0	1	-3	-10	8	-17	Cn1c(/C=C/N2CCOCC2)c(C(=O)c2ccc(Br)cc2)c(=O)n(C)c1=O
4	1	-3.5	-1.1	8	-13	5	0	-6	O=C(Nc1ccc2c(c1)OCO2)c1ccc(S(=O)(=O)NCC2CCCO2)cc1 (stereo unspecified)
4	-1	0.2	1.1	2	0	-16	1	4	Cc1ccc(C)n1-c1ccc(-c2nnco2)cc1
-10	1	1.3	2.6	0	24	-14	28	36	C=C(c1ccccc1O)n1ccnc1

Screens deposited in PubChem by several laboratories.
